# D3 ag: qHTS of D3 Dopamine Receptor Agonist: qHTS; max activation, %; D(3) dopamine receptor (Homo sapiens), P35462; hit rate 0.58% among 410,000; D3R DiscoveRx beta-arrestin cells, luminescence, 90 min; in the data active = max activation above about 30%; note: 0% is about no effect; mostly tested at two doses, the higher about 12 µM
#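 Agonist mode: compounds and dopamine controls were applied to plated cells for 90 min at 37 degrees C after an overnight attachment at 1500 cells/well. Luminescent read-out followed 30 - 60 minutes at room temperature with DiscoveRx detection reagent.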
# FUS suppressor: qHTS for Suppressors of FUS Proteinopathy: Primary screen using FUS-linked yeast assay; S. cerevisiae FUS-expressing, growth rescue, OD600, 24 h; Potency, µM (highest dose often 76.6 µM), for inactives: top-dose growth rescue (activation), most hits filed as activators; hit rate 0.24% among 390,000;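 note: potency is the fitted concentration of half-maximal effect; plate controls were DMSO vehicle for no effect and reference control for full effect; nearly all actives have a fitted effect of over 55% in size; some results filed as inactive show a strong effect at the top dose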
#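 Read-out: OD at 600 nm after 24hr at 30C, reporting rescue of FUS-induced yeast toxicity. Cells at OD 0.005 in galactose (2%) minimal medium; compounds tested in a dilution series; CP55940 titration from 92uM final as control.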
# Abeta rescue: qHTS for compounds that reverse cellular toxicity of Amyloid beta (A-beta) peptide in yeast: Primary Screen; yeast expressing A-beta42, growth rescue, OD600, 48 h; response scale: 0% DMSO, 100% iron-clioquinol control; Potency, µM (titrated, usually from 46.1 µM), for inactives: at the top dose growth rescue, hits mostly activators; AID 1347071, 2019; hit rate 0.063% among 410,000; note: potency is the fitted concentration of half-maximal effect; nearly all actives have a fitted effect of over 55% in size
#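 Yeast A-beta toxicity model in growth medium with pinned compounds, 48 h at 30 C; growth read as absorbance at 600 nm. Normalized to FeCl3/clioquinol equimolar mix (positive) and DMSO (negative).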
# EPAC2 antagonist: qHTS for Antagonist of cAMP-regulated guanine nucleotide exchange factor 2 (EPAC2): primary screen; Rap guanine nucleotide exchange factor 4 (Homo sapiens), Q8WZA2; EPAC2 GEF exchange of Rap1B-BODIPY-GDP, fluorescence; Potency, µM (series often up to 114 µM), for the others: at the top dose activity, negative = inhibition, most hits filed as inhibitors; hit rate 0.18% among 360,000; AID 720708, 2013; note: potency is the fitted concentration of half-maximal effect; % is set by controls: 0 for no effect and ±100 for the full control effect; nearly all actives have a fitted effect of over 45% in size; many of its hits are not listed in these tables
# Target sequence (Q8WZA2 whole entry, looked up): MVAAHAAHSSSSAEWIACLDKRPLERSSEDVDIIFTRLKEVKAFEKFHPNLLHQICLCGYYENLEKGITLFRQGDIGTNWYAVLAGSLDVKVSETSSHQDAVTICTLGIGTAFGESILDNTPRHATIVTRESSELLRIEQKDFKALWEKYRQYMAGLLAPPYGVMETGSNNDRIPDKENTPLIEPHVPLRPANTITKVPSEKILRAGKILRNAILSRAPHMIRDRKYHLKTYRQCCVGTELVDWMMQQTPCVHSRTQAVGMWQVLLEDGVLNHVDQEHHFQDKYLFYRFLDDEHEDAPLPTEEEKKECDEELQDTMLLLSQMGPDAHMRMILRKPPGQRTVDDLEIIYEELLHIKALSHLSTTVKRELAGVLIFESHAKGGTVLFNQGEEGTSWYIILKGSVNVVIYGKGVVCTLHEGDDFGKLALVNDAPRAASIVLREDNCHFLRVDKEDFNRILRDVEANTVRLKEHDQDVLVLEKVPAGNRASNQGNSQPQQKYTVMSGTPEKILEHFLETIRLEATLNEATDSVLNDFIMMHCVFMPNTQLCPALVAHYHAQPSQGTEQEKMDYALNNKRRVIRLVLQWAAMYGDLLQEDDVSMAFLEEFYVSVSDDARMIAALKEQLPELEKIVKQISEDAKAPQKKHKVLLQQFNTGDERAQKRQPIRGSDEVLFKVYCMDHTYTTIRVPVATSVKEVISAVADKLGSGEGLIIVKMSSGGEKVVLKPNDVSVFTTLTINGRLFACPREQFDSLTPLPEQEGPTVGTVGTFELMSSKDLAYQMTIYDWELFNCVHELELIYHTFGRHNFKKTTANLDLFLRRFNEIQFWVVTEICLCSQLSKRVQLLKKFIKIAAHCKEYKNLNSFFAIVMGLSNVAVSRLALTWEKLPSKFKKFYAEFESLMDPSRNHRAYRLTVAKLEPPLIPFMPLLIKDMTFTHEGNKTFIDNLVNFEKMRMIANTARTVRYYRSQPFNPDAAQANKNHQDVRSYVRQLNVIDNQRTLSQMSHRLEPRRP
# D3 antag: qHTS of D3 Dopamine Receptor Antagonist: qHTS; D(3) dopamine receptor (Homo sapiens), P35462; D3R cells, DiscoveRx beta-arrestin luminescence, antagonist mode; hits give low values; max response, negative = inhibition, %; hit rate 2.5% among 360,000; in the data active = max response below about -50%; inconclusive = no clear call, values can overlap the other calls; note: % is set by controls: 0 for no effect and ±100 for the full control effect; mostly tested at two doses, the higher about 12 µM
#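 Cells plated overnight at 1500 cells/well, then exposed to library compounds with dopamine controls for 90 minutes at 37 degrees C. DiscoveRx reagent added for 30–60 minutes at room temperature; luminescence read, quantitative HTS format.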
# TDP43 rescue: qHTS of TDP-43 Inhibitors; TDP-43 expressing yeast growth rescue, BacTiter-Glo, 24 h; Potency, µM (top dose mostly 46.1 µM), for inactives: at the highest dose growth rescue (activation), most hits filed as activators; hit rate 1.8% among 410,000; note: potency is the fitted concentration of half-maximal effect; % of control where 0% means no effect; nearly all actives have a fitted effect of over 50% in size
#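 Growth rescue of TDP-43-toxic yeast measured as ATP luminescence (BacTiter-Glo). Cells grown to mid-log in raffinose, induced in galactose at OD600=0.02, exposed to compound 24 hr at 30 deg C.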
# EPAC2 agonist: qHTS for Agonist of cAMP-regulated guanine nucleotide exchange factor 4 (EPAC2): primary screen; Rap guanine nucleotide exchange factor 4 (Homo sapiens), Q8WZA2; EPAC2 activation, biochemical qHTS; response scale: 100% = 6.5 mM cAMP response; Potency, µM (highest dose often 154 µM), for the others: top-dose activation, most hits filed as activators; hit rate 0.079% among 360,000; note: potency is the fitted concentration of half-maximal effect; nearly all actives have a fitted effect of over 50% in size
#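 Exchange assay: 100 nM EPAC2 with 250 nM Rap1B-BODIPY-GDP and 50 uM GDP. Fluorescence (ex 480/em 540 nm) read every 5 min for 30 min at room temperature. Data normalized to 6.5 mM cAMP as agonist control.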
# aSyn yeast inh: qHTS of alpha-syn Inhibitors. hit rate 0.14% among 370,000. Potency, µM (top dose mostly 46.1 µM), without a hit: top-dose growth rescue (activation), actives largely listed as activators. AID 652106, 2013. Yeast expressing alpha-synuclein, growth rescue, BacTiter-Glo, 24 h; note: potency is the fitted concentration of half-maximal effect; % of control where 0% means no effect; nearly all actives have a fitted effect of over 65% in size
#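 Rescue of yeast growth: cells expressing toxic alpha-synuclein, induced in galactose at OD600 0.02, incubated with compound 24 h at 30 C. ATP luminescence quantified growth; inhibitors of toxicity appear as activators.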
# Active calls of the source: *; ? = inconclusive; nt = no result given; [ ] = dose if it differs, or a comment. Unless noted, calls come from the whole dose curve; as a rule, active = well fitted curve in the direction sought with a large enough effect; inconclusive = small, poorly fitted or top-dose-only effect, or another doubt; inactive = no such curve, though single readings can be large; an effect the other way counts as inactive or inconclusive.
# Order of results – FUS suppressor	D3 antag	TDP43 rescue	aSyn yeast inh	EPAC2 antagonist	EPAC2 agonist	D3 ag	Abeta rescue
Cc1ccc(CN2CC(N3CC=CC3)CS2(=O)=O)cc1 (stereo unspecified)
 : -18%	-23	21%	14%	-13%	4%	-2	-29%
N/C(=N\OC(=O)c1ccc(Cl)cc1)c1ccn[nH]1
 : 7%	-4	?	-9%	3%	10%	1	-27%
O=C(NCCc1ccccc1)c1ccc2nc(CCc3ccccc3)oc2c1
 : -23%	nt	7%	nt	nt	nt	6	-18%
CCOC(=O)C1CCN(C(=O)c2sc3ncnc(N4CCC(C)CC4)c3c2C)CC1
 : 52%	-16	29%	0%	-4%	12%	-22	-22%
CCN(CC1COc2ccccc2O1)C(=S)NCCCN(C)C (stereo unspecified)
 : -46%	-16	2%	1%	5%	6%	-12	-14%
COc1cc2nc(N3CCN(C(=O)[C@@H]4CCCO4)CC3)nc(N)c2cc1OC
 : -31%	-10	20%	-1%	10%	-1%	17	-5%
C#CC(=O)N(c1cc(OC)ccc1OC)C(C(=O)NC1CCCC1)c1cccs1 (stereo unspecified)
 : nt	-62*	15%	14%	-3%	16%	-6	-2%
CCCc1nnc(NC(=O)NCCN2C(=O)C3C4C=CC(C4)C3C2=O)s1 (stereo unspecified)
 : -15%	17	1%	-3%	-2%	5%	-3	-23%
O=C(Nc1ccc(F)cc1)Nc1ccc(Oc2ncnc3cc(Cl)ccc23)nc1
 : -16%	6	10%	3%	13%	6%	22	4%
CC1CC(C)(C)NC(=O)O1 (stereo unspecified)
 : -1%	1	-13%	-10%	11%[57.1 µM]	3%	2	-5%
OCCC1CN(C2CSCCSC2)CCN1Cc1ccccc1 (stereo unspecified)
 : -4%	-4	0%	0%	2%	-5%	-15	7%
O=C(Nc1ccc(N2CCOCC2)nc1)c1c(F)cccc1F
 : 8%	1	6%	3%	0%	0%	-3	-1%
CCc1ccccc1NC(=O)c1cc(C2CC2)on1
 : -23%	17	5%	-2%	-11%	4%	4	8%
C#CC(=O)N(c1ccc(OC)c(OC)c1)C(C(=O)NC1CCCC1)c1cccs1 (stereo unspecified)
 : nt	-72*	5%	13%	-2%	11%	-5	5%
O=S(=O)(NCc1cccnc1)c1ccc2ccccc2c1
 : 39%	-1	-16%	-3%	11%	17%	-2	-2%
CCn1c2ccccc2c2nnc(SCCN3CCOCC3)nc21
 : -7%	9	-4%	-2%	-11%	3%	12	-14%
Cc1c(Cl)cccc1S(=O)(=O)N1CCC(C(=O)NNC(=O)C2CC2)CC1
 : 23%	-18	-2%	3%	-3%	2%	2	0%
COc1ccc2[nH]c(C)c(CCN3C(=O)C4CC=CCC4C3=O)c2c1 (stereo unspecified)
 : 5%	0	6%	11%	-2%	15%	-3	10%
CCOc1ccc(OCCN2C(=O)c3ccccc3C2=O)cc1
 : 6%	4	11%	5%	-8%	11%	1	0%
Cc1ccc(OCc2nc3ccccc3n2CC(C)C)cc1
 : 3%	nt	20%	nt	nt	nt	-15	9%
CC(=O)c1ccc(N2CCN(C(=O)Cn3cnc(S(=O)(=O)N4CCCCC4)c3)CC2)cc1
 : -1%	9	-2%	-4%	5%	0%	-7	9%
O=C(CN1C(=O)c2ccccc2C1=O)NCC(=O)OCC(=O)c1ccc(Br)cc1
 : nt	42	10%	0%	17%	13%	1	-11%
Nc1cc2c(cc1C(=O)c1ccccc1)OCCO2
 : 12%	-60*	25%	-2%	3%	0%	-1	2%
COc1ccc2nc(SC(C)C(=O)NC3(C#N)CCCCC3)[nH]c2c1 (stereo unspecified)
 : 5%	22	9%	4%	3%	4%	9	-1%
COc1ccc(CN(C)Cc2cc(=O)n3ccsc3n2)c(OC)c1OC
 : -13%	23	7%	0%	-1%	2%	5	?
COc1ccc2oc(=O)c(-c3cn4ccc(C)cc4n3)cc2c1
 : -3%	5	7%	4%	0%	6%	-3	-12%
Cc1cccc(NS(=O)(=O)c2ccc(C)c(C(N)=O)c2)c1
 : 16%	7	8%	3%	2%	13%	3	-9%
CC1=C(C(=O)Nc2ccc(F)cc2)C(c2ccncc2)C2=C(CCCC2=O)N1 (stereo unspecified)
 : -12%	-14	12%	0%	2%	-4%	-1	-8%
COC(=O)c1ccc(/C=C2/C(=O)Oc3ccccc32)cc1
 : -21%	10	17%	8%	18%	0%	16	-2%
O=C(CN1CCOCC1)NCCNC(=O)CN1CCOCC1
 : 0%	0	-6%	-13%	8%	-3%	-2	-4%

# Single records, as listed above:
# `CCOC(=O)C1CCN(C(=O)c2sc3ncnc(N4CCC(C)CC4)c3c2C)CC1` in the list: FUS suppressor = 52%; D3 antag = -16; TDP43 rescue = 29%; aSyn yeast inh = 0%; EPAC2 antagonist = -4%; EPAC2 agonist = 12%; D3 ag = -22; Abeta rescue = -22%
# `Cc1ccc(CN2CC(N3CC=CC3)CS2(=O)=O)cc1` (stereo unspecified) in the list: FUS suppressor = -18%; D3 antag = -23; TDP43 rescue = 21%; aSyn yeast inh = 14%; EPAC2 antagonist = -13%; EPAC2 agonist = 4%; D3 ag = -2; Abeta rescue = -29%

# Further records:
# Order of results – FUS suppressor	D3 antag	TDP43 rescue	aSyn yeast inh	EPAC2 antagonist	EPAC2 agonist	D3 ag	Abeta rescue
O=C(NCc1nnnn1-c1ccc(F)c(F)c1)c1ccc2c(c1)OCO2
 : -7%	14	12%	1%	13%	4%	5	-14%
CCCCn1c(=O)[nH]c(=O)c2c(C(=O)OCC)cc(-c3ccc(OC(F)F)cc3)nc21
 : -22%	9	-4%	0%	2%	2%	-1	7%
CCOC(=O)C1CCN(C(=O)CCS(=O)(=O)c2ccc3c(c2)CCN3C(C)=O)CC1
 : 13%	-13	-3%	4%	-1%	6%	-1	-6%
O=C(Nc1ccc(F)cc1)N1CCCC(c2nc3c(nnn3Cc3ccccc3Cl)c(=O)[nH]2)C1 (stereo unspecified)
 : -11%	14	17%	3%	-20%	-6%	-2	-11%
Cc1ccc(-c2ccc(S(=O)(=O)Nc3cccnc3)cc2)cc1
 : 15%	-4	0%	-2%	13%	6%	0	16%
Cc1ccc(S(=O)(=O)N2C[C@H]3C(=O)C[C@@H](c4cccs4)N(S(=O)(=O)c4ccc(C)cc4)[C@H]3C[C@H]2c2ccccc2)cc1
 : ?	6	18%	-3%	7%	6%	7	-2%
CC(C)NC(=O)c1cc(C2CCCCN2S(=O)(=O)c2cccs2)on1 (stereo unspecified)
 : -16%	-3	11%	?	-3%	9%	-6	12%
Cc1ccc(S(=O)(=O)N[C@H](C(=O)Oc2ccc3c(C(F)(F)F)cc(=O)oc3c2)c2ccccc2)cc1
 : 15%	15	3%	1%	-1%	-1%	3	14%
COc1ccc(-c2cc(C(=O)Nc3ccccc3O)c3ccccc3n2)cc1OC
 : 2%	11	-10%	-4%	-6%	8%	5	-4%
CCc1ccc(Nc2cnn(-c3nc4ccccc4s3)c(=O)c2Cl)cc1
 : nt	7	-19%	2%	-3%	12%	16	-20%
CCO[C@@H]1OC(C(=O)NCc2ccccc2)=C[C@H](c2ccc(C(F)(F)F)cc2)[C@H]1CCCO
 : ?	-23	9%	12%	?	-7%	-15	5%
Nc1ccc(C(=O)c2ccccc2C(=O)O)cc1Cl
 : 20%	-14	-15%	0%	9%	2%	-11	-1%
CC1CCN(C(=O)CCCOc2cc(=O)n(C)c3ccccc23)CC1
 : 6%	4	30%	0%	7%	-6%	4	23%
CCCC(=O)Nc1nnc(S(=O)(=O)N(C)Cc2ccc(Cl)cc2)s1
 : -8%	nt	9%	nt	nt	nt	8	1%
Nc1ccc2c(c1)N1CCN=C1S2
 : 16%	-64*	14%	-3%	-4%	10%	-2	0%
O=C(COC(=O)/C=C/c1ccc2c(c1)OCO2)Nc1ccc(S(=O)(=O)N2CCCC2)cc1
 : 14%	13	9%	-1%	2%	14%	-8	13%
O=C(NCc1cccc(Cl)c1)c1ccc2c(c1)OCCO2
 : 11%	7	10µM*	1%	-2%	10%	-1	30%
N#Cc1ccc(CSc2ccc(S(=O)(=O)N3CCCC3)cn2)cc1
 : 21%	-19	?	-14%	-15%	12%	-4	-10%
NS(=O)(=O)c1ccc(CCNC(=O)CCCCCn2c(=O)[nH]c3ccccc3c2=O)cc1
 : 8%	nt	10%	nt	nt	nt	-8	-9%
O=C1NN(c2ccccc2)C(=O)/C1=C\c1ccccc1OCC(=O)N1CCOCC1
 : 23%	-9	-26%	?	10%	12%	-7	-5%
CCC(C)NC(=O)CSc1nc2cc3c(cc2c(=O)n1CCCCCC(=O)NCc1ccc(OC)cc1)OCO3 (stereo unspecified)
 : 15%	nt	4%	nt	nt	nt	4	2%
COC(=O)c1ccccc1N/C=C/C(=O)c1ccc(Br)cc1
 : 2%	-8	-22%	1%	-4%	0%	-6	-2%
Clc1ccc(-c2nc(Cc3ccccc3)no2)cc1
 : -20%	-17	-5%	-1%	1%	0%[15.6 µM]	-8	-12%
OC(c1cccc(Cl)c1)c1ncc(-c2ccccc2Cl)[nH]1 (stereo unspecified)
 : -21%	4	9%	5%	-26%	14%	-2	9%
CCOc1ccccc1N(CC(=O)NCc1ccncc1)S(=O)(=O)c1ccccc1
 : 11%	10	1%	2%	-4%	18%	4	2%
COc1ccc2[nH]c3c(C)c4cc[n+](C)cc4c(C)c3c2c1
 : nt	2	0%	-12%	-5%	1%	-7	-40%[inhibitor]
CCN(CC)C(=O)c1sc2c(c1C)c(=O)n(-c1ccc(Cl)c(Cl)c1)c(=O)n2Cc1ccccc1C#N
 : -24%	nt	11%	nt	nt	nt	-3	-10%
O=C(C[n+]1ccccc1)N/N=C/c1c(F)cccc1Cl
 : -15%	11	25%	3%	-5%	7%	-5	1%
CC(=O)c1ccc(NC(=O)COC(=O)Cn2cnc3ccccc32)cc1
 : 9%	-24	7%	-4%	-3%	6%	7	11%
O=C(COC(=O)c1ccccc1)NC(=O)NC1CCCC1
 : 1%	4	-19%	7%	3%	4%	13	17%
Cc1cc(C)c(OCC(=O)Nc2nnc(C3CC3)s2)c(C)c1
 : 2%	13	-12%	0%	-1%	-1%	-19	-6%

# These rows are one share of the data. The share of hits here may be higher or lower than overall.
